MITF inh – MITF inhibitors, primary screen, biochemical, AlphaScreen, human | AID 1259374, 2018 | Microphthalmia-associated transcription factor (Homo sapiens), O75030 | AlphaScreen MITF homodimerization, bead proximity signal | hit rate 0.91% among 650,000 | inhibition, % at 2.6 µM; in the data active = inhibition above about 50%;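 also: 0% = vehicle wells with protein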
Target sequence (O75030 whole entry, looked up): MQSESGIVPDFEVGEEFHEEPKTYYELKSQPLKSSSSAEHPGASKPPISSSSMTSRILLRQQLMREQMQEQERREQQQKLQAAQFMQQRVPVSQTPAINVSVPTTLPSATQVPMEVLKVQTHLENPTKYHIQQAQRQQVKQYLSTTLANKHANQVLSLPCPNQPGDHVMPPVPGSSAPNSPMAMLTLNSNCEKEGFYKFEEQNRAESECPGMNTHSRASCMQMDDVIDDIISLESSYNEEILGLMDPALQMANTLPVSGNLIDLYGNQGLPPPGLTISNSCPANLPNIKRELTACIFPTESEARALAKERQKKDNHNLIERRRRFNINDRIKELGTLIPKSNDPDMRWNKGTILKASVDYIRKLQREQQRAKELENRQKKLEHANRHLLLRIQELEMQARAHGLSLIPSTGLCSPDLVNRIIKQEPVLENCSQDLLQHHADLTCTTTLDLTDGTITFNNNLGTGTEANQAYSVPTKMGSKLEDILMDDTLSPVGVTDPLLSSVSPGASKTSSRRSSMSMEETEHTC
GPR151 activ – activators of human GPR151, primary screen, cell-based, PathHunter beta-arrestin, luminescence | G-protein coupled receptor 151 (Homo sapiens), Q8TDV0 | PathHunter beta-arrestin GPR151 cells | activation, % at 11.2 µM | hit rate 1% among 650,000 | AID 1508602, 2020; in the data active = activation above about 4.9%;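 also: 0% = median of compound wells and 100% = cells with positive control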
Target sequence (Q8TDV0 whole entry, looked up): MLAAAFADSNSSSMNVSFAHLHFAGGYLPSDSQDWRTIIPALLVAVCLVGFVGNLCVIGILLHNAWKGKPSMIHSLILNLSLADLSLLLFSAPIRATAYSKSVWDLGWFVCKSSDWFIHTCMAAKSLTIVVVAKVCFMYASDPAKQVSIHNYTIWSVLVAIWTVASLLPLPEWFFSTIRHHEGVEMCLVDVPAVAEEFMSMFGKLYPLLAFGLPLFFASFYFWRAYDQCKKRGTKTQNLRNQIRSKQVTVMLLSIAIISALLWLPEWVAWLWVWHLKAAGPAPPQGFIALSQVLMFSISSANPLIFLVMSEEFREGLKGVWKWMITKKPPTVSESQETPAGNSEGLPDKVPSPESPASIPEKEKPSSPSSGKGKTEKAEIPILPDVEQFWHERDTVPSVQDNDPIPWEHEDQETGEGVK
TEAD-YAP inh – TEAD-YAP interaction inhibition, primary screen, TEAD-YAP interaction inhibitor project, luminescence, HEK-TIYL cells; inhibition, % at 9.12 µM; hit rate 1.4% among 640,000; TEAD-Gal4/YAP UAS-luciferase luminescence; in the data active = inhibition above about 32%;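 also: 0% = median of test compound wells and 100% = reference inhibitor wells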
FBW7 act – FBW7 E3 ligase activators, primary screen, biochemical, AlphaScreen, human. F-box/WD repeat-containing protein 7 (Homo sapiens), Q969H0. AlphaScreen FBW7–phospho-cyclin E peptide binding, activator screen. normalized activity (activation), % at 26.1 µM. hit rate 0.13% among 650,000; in the data active = normalized activity above about 1.9%;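 also: purified mutant Fbw7 with reduced substrate affinity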
The depositor's hits bear a star; nt = not tested or not shown.

Start of the data: the first 3 records (preview)
SMILES	MITF inh	GPR151 activ	TEAD-YAP inh	FBW7 act
Cc1cc(OCc2nc(-c3ccncc3)no2)ccc1Cl	-10	0.0	-16	0.0
CC(C)COc1ccc(C2(C)NC(=O)N(C)C2=O)cc1 (stereo unspecified)	-12	0.8	-16	0.0
Cc1c(C(=O)N/C(=C\c2cccc(Cl)c2)C(=O)N2CC3CC(C2)c2cccc(=O)n2C3)cccc1[N+](=O)[O-] (stereo unspecified)	14	0.1	7	0.0

All compounds of this part, previewed entries included:
SMILES	MITF inh	GPR151 activ	TEAD-YAP inh	FBW7 act
Cc1cc(OCc2nc(-c3ccncc3)no2)ccc1Cl	-10	0.0	-16	0.0
CC(C)COc1ccc(C2(C)NC(=O)N(C)C2=O)cc1 (stereo unspecified)	-12	0.8	-16	0.0
Cc1c(C(=O)N/C(=C\c2cccc(Cl)c2)C(=O)N2CC3CC(C2)c2cccc(=O)n2C3)cccc1[N+](=O)[O-] (stereo unspecified)	14	0.1	7	0.0
Cc1ccccc1C(=O)NNS(=O)(=O)c1cccc([N+](=O)[O-])c1	8	-0.2	2	0.2
Nc1ccc2nn(-c3ccc([N+](=O)[O-])cc3)nc2c1	6	-1.2	-44	-0.4
CCCC1CCC(c2ccc(C(=O)COC(=O)c3ccc(Br)cc3)cc2)CC1 (stereo unspecified)	0	0.5	18	0.0
Cc1ccc(C)c(N2C(=O)/C(=C/c3ccc4c(c3)OCO4)N=C2c2ccc(Br)cc2)c1	-5	1.0	7	0.2
CCN(Cc1ccccc1)C(=O)CCNS(=O)(=O)c1cc(Br)cnc1N	9	-0.1	9	-0.2
CCOCCCNC(=S)N1CCN(c2nc(-c3ccccc3)cs2)CC1	2	0.3	19	-0.2
Cc1nc(CCNC(=O)CC2C(=O)NCCN2C(C)C)nc2c1CCCC2 (stereo unspecified)	8	1.8	7	-0.1
C=CCN(C#N)c1nc(NCC)nc(NC(C)C)n1	18	0.4	-5	0.4
O=C(NCc1ccccc1)Nc1ccc(-c2cn[nH]c2)cc1OCCN1CCOCC1	9	-0.9	3	-0.2
Nc1nonc1C(=O)NCCN=Cc1ccccc1O	15	-1.0	-2	0.2
COc1cccc(C2(NC(=O)CN3C(=O)NC4C3N(C)C(=O)N4C)CCCC2)c1 (stereo unspecified)	7	2.3	5	0.2
COc1ccc(OCCOCCN2CCOCC2)cc1	27	-0.9	6	0.4
O=C(CCNS(=O)(=O)c1ccc(Br)s1)NC1CCCCC1	11	-0.9	6	0.0
Cc1nn(C)cc1CNC(=O)c1cc(-c2ccccc2)nc2ccccc12	17	0.8	17	0.4
CSc1ccc(CNCc2cn[nH]c2-c2ccccc2)cc1	-3	0.7	-11	-0.2
CCn1ncc(C(=O)N2C[C@H](C(=O)O)[C@@H](c3ccc(F)cc3)C2)c1C	9	-1.0	-1	0.6
CCOc1ccc(-n2nc(C(=O)NCCN3CCOCC3)c3ccccc3c2=O)cc1	-2	1.1	-7	0.2
CCOc1ccc(-n2nc(C(=O)Nc3ccc4c(c3)OCO4)c3ccccc3c2=O)cc1	6	-0.6	3	-0.1
COc1ccccc1OC(C)C(=O)Nc1cccc(I)c1 (stereo unspecified)	-6	1.0	-20	0.1
O=Cc1sc(N2CCCCC2)nc1-c1ccccc1	12	0.5	8	0.1
C=CCOc1ccc(C2C3=C(CCCC3=O)NC3=C2C(=O)CCC3)cc1	-3	-0.3	3	-0.1
COC(=O)COc1ccc(S(=O)(=O)NCc2ccc3c(c2)OCO3)cc1Cl	10	0.8	3	0.1
CCCCOc1ccc(/C=C2/C(=O)N(c3cccc(C(=O)O)c3)N=C2C)cc1OC	48	2.2	-5	-0.8
CC(C)(C)c1ccc(COn2c(=O)c[n+]([O-])c3ccccc32)cc1	-52	-1.0	-4	0.0
COC(=O)C(C)N1C(=O)S/C(=C/c2ccc(-c3ccccc3)o2)C1=O (stereo unspecified)	8	-0.1	-33	0.4
CCCCCC(=O)Nc1ccc(C(=O)Nc2ccc(OCC)cc2)cc1	-3	1.8	-5	-0.1
Cc1nc2ccc3nc(NC(=O)c4cc([N+](=O)[O-])ccc4Cl)sc3c2s1	9	-0.9	-5	-0.1
O=C(NCc1ccccc1)c1cc(=O)[nH]c2ccc(S(=O)(=O)N3CCCC3)cc12	-5	1.4	15	-0.1
O=C(/C=C\NCC(=O)c1ccccc1)c1ccc2c(c1)OCO2	3	-1.4	-9	0.9
O=C(CN1c2cccc3cccc(c23)S1(=O)=O)N1CCc2ccccc2C1	-2	0.5	-2	0.1
CC(C)Cc1nnc(NC(=O)c2ccc(CO)cc2)s1	-8	-1.4	-23	-0.1
O=C(C1OC1c1ccc(F)cc1)C12CC3CC(CC(C3)C1)C2 (stereo unspecified)	-1	-1.6	8	-0.3
c1cncc(-c2nnc3n2C2(CCCCC2)Cc2ccccc2-3)c1	0	-0.3	-8	0.9
CC(=O)NC(CC(C)C)c1nnc2n1CCN(Cc1ccc(Cl)cc1)CC2 (stereo unspecified)	0	1.9	8	0.0
CCn1cc([C@@H]2C[C@H]3CN(c4cccc(OC)c4)C(=O)[C@]34CCCN24)c(C)n1	-4	2.6	8	0.2
COc1ccc(C#N)c(S(=O)Cc2ccccc2)c1 (stereo unspecified)	10	0.0	0	-0.2
CC(=O)c1c(C)[nH]c(C(=O)NCC2CCCCC2)c1C	-12	1.0	-8	-0.1

Quoted at random: 5 compounds from above.
SMILES	MITF inh	GPR151 activ	TEAD-YAP inh	FBW7 act
CCn1cc([C@@H]2C[C@H]3CN(c4cccc(OC)c4)C(=O)[C@]34CCCN24)c(C)n1	-4	2.6	8	0.2
O=C(NCc1ccccc1)c1cc(=O)[nH]c2ccc(S(=O)(=O)N3CCCC3)cc12	-5	1.4	15	-0.1
CC(=O)c1c(C)[nH]c(C(=O)NCC2CCCCC2)c1C	-12	1.0	-8	-0.1
O=C(/C=C\NCC(=O)c1ccccc1)c1ccc2c(c1)OCO2	3	-1.4	-9	0.9
CC(C)Cc1nnc(NC(=O)c2ccc(CO)cc2)s1	-8	-1.4	-23	-0.1

Additional structures follow.
SMILES	MITF inh	GPR151 activ	TEAD-YAP inh	FBW7 act
COc1cccc(C(=O)Nc2c3c(nn2-c2ccc(F)cc2)CSC3)c1	4	0.4	7	0.0
COc1ccc(-n2nc(C(=O)NCC(=O)NCCCN3CCCCCC3)c3ccccc3c2=O)cc1	-10	0.5	2	-0.3
CC1=CC=CC2=NC(=O)CC(C)(C(=O)N(CC(=O)NC3CCCC3)c3ccc(F)cc3)N12 (stereo unspecified)	14	0.7	6	0.0
C=CCN1C(=O)/C(=C/c2ccc(N(C)C)cc2)C(=O)NC1=S	15	0.0	2	0.2
CCCNc1nc2c(c(=O)[nH]c(=O)n2C)n1Cc1cccc(C)c1	2	1.2	-6	0.0
CC(=O)Nc1ccc(NC(=O)c2cncc(-c3ccc(C(=O)N4CCN(C)CC4)cc3)c2)cc1	18	1.7	-4	0.1
Cc1cc(Cl)ccc1OCC(=O)NNC(=O)C12CC3CC(CC(C3)C1)C2	1	0.4	0	-0.2
CCCCOc1cccc(CN2CCCCC2c2cccnc2)c1 (stereo unspecified)	1	1.1	-5	-0.3
COc1ccc(CCNC(=O)c2ccc3nc(Nc4cnccn4)sc3c2)cc1	0	2.9	-12	0.1
CCC(=O)N1N=C(c2ccccc2)CC1c1cc2cc3c(cc2nc1Cl)OCCO3 (stereo unspecified)	2	-1.4	-6	-0.2
N#CC1=C(N)Oc2c([nH]c(=O)[nH]c2=O)C1c1ccccc1[N+](=O)[O-] (stereo unspecified)	9	-0.7	3	-0.8
CCCOc1ccc(C(CC(=O)O)NC(=O)c2ccc(OCC)c(OCC)c2)cc1 (stereo unspecified)	5	-0.2	12	0.4
Cn1cc(C(=O)Nc2ccc(Cl)cc2)c(C(F)(F)F)n1	5	-0.5	5	-0.1
Cc1ccccc1/C=N/NC(=O)c1ccccc1I	12	-0.4	-14	0.0
CC(=O)N1CCC(C(=O)NNC(=O)c2ccc3nc(C)c(C)nc3c2)CC1	20	-0.6	9	0.2
Cc1ccc(S(=O)(=O)NCc2ccc(F)cc2)cc1	-2	0.2	-16	0.1
Cc1nnc(NC(=O)CSc2nc3[nH]ncc3c(=O)[nH]2)s1	14	0.3	3	0.0
FC(F)(F)Oc1cccc(-c2nc(Nc3ccc(OCCN4CCCCC4)cc3)c3[nH]cnc3n2)c1	3	-2.5	-4	0.0
COc1cc(OC)cc(C(=O)NC(=S)Nc2ccc(N3CCOCC3)cc2)c1	14	-1.1	3	0.1
CCOC(=O)C1=C(C)N=c2s/c(=C\c3ccncc3)c(=O)n2C1c1ccc2c(c1)OCO2 (stereo unspecified)	16	1.0	5	-0.1
Cc1cc(C)c(NC(=O)c2sc3nc4c(c(-c5ccco5)c3c2N)CCC4)c(C)c1	5	0.0	5	0.1
Cc1ccc(NC(=O)CSc2nc3ccccc3n2CC(=O)N2CCCC2)cc1C	-15	3.0	16	-0.1
CN(C(=S)Nc1ccccc1)C1CCC(C2OCCO2)CC1O (stereo unspecified)	-2	1.5	-3	0.2
CCOc1ccccc1C(=O)NC(C(=O)Nc1cccnc1)C(C)C (stereo unspecified)	0	0.5	-2	-0.1
O=c1sc2ccccc2n1Cc1nnc(SCc2ccccn2)n1CCc1ccccc1	22	-0.5	1	0.7
O=C(CSc1nc(-c2ccccc2)cc(=O)[nH]1)Nc1ccc(Cl)cc1	3	-1.8	0	-0.1
CC(=O)Nc1c(-c2ccc3c(c2)OCO3)c(=O)c2ccccc2n1C	-7	-0.7	-10	-0.1
N#CC1=C(N)C(C#N)(C#N)C(c2ccoc2)C2CN(Cc3ccccc3)CC=C12 (stereo unspecified)	30	0.0	6	0.3
CCOCC(=O)Nc1ccc(Br)cc1F	-4	-0.3	-2	-0.1
O=C(Nc1ccc(N2CCOCC2)c(Cl)c1)c1cccnc1	-5	0.4	-43	-0.1

Another view of two compounds above.
| structure | MITF inh | GPR151 activ | TEAD-YAP inh | FBW7 act |
| --- | --- | --- | --- | --- |
| CN(C(=S)Nc1ccccc1)C1CCC(C2OCCO2)CC1O (stereo unspecified) | -2 | 1.5 | -3 | 0.2 |
| Cc1ccc(NC(=O)CSc2nc3ccccc3n2CC(=O)N2CCCC2)cc1C | -15 | 3.0 | 16 | -0.1 |

Next results:
SMILES	MITF inh	GPR151 activ	TEAD-YAP inh	FBW7 act
Cc1ccc(S(=O)(=O)N(CCC(=O)N2CCC3(CC2)OCCO3)Cc2c(Cl)cccc2Cl)cc1	21	-1.4	-3	0.4
O=C(O)CC(NCc1ccccc1[N+](=O)[O-])c1ccc(F)cc1 (stereo unspecified)	14	0.2	7	-0.1
CC(NC(=O)c1ccc2c(c1)NC(=O)C(CSCc1ccc(F)cc1)N2)c1ccccc1 (stereo unspecified)	5	-1.9	-5	0.0
CC(C)(C)NC(=O)C1CCN(Cc2cccc3ccccc23)CC1	26	-0.2	8	0.0
CC(C)(C)NC(=O)CSc1nnc(-c2ccccc2)o1	17	0.9	-45	0.0
C=CCn1c(SCC(=O)Nc2ccccc2[N+](=O)[O-])nnc1-c1ccccc1O	-6	-0.1	-1	-0.2
CCCNC(=O)Cc1cn(-c2ccc(Nc3ccc4ncccc4c3)nn2)c2ccccc12	0	-1.3	-13	0.1
c1ccc2c(c1)Cc1cc(-c3csc(Cc4nc(-c5ccc6c(c5)Cc5ccccc5-6)cs4)n3)ccc1-2	-3	0.8	-1	-0.2
COc1ccc(Cl)cc1-c1nc(-c2ccc(NC(=O)c3cccs3)cc2)no1	7	1.4	-46	0.3
CS(=O)(=O)N(CC(=O)Nc1cccc(C(F)(F)F)c1)c1cc(C(F)(F)F)ccc1Cl	14	-0.7	-12	0.6
CC(C)N1C(=O)/C(=C\c2ccc(N(C)C)cc2)SC1=S	13	0.3	-57	0.0
O=S(=O)(c1ccc(Br)cc1)N1CCN(Cc2ccccc2F)CC1	15	-1.0	4	0.6
CCCCCCCCCCCCCCCCCC(=O)NCCO	2	-1.3	nt	nt
CCOc1ccccc1CN1CCN(S(=O)(=O)c2ccc(NC(C)=O)cc2)CC1	39	0.7	-4	0.0
CNC(=O)c1ccsc1NC(=O)c1cc([N+](=O)[O-])cc([N+](=O)[O-])c1	11	0.7	9	0.3
COc1cc(/C=C2\SC(=S)N(CC(C)C)C2=O)ccc1OCC(=O)O	-2	0.9	-11	-0.1
N=c1sccn1CC(=O)NCc1ccc2c(c1)OCO2	-6	0.0	-5	-0.1
COc1cc(-c2oc3cc(O)cc(O)c3c(=O)c2O[C@@H]2O[C@H](CO)[C@@H](O)[C@H](O)[C@H]2O)ccc1O	-12	-0.6	-1	-0.1
C=CCOC(=O)C1=C(C)NC(=O)NC1c1ccc(OCCC)cc1 (stereo unspecified)	3	-1.6	55*	0.6
COc1ccc(S(=O)(=O)Nc2cc(S(=O)(=O)c3ccccc3)c(O)cc2C)cc1	-3	-0.7	-1	0.0
O=C(c1ccccc1)c1ccccc1C(=O)N1CCOCC1	5	-0.6	0	-0.1
COCCNCCCCOc1ccc(C(C)(C)C)cc1C	-6	-0.2	4	-0.1
O=C(CCC1CCCC1)Nc1ccc2c(c1)C(=O)NCCO2	6	-0.7	-63	0.1
Cc1ccc(Cl)cc1OCc1nnc2n1CCCCC2	-3	-0.2	-5	-0.1
COc1ccc([N+](=O)[O-])cc1C1=N/C(=C/c2cccc(OC)c2OC)C(=O)O1	-3	1.5	4	0.1

Bioassay records deposited in PubChem BioAssay by The Scripps Research Institute Molecular Screening Center.
